# hcDAF-12 act – H. contortus DAF-12 activation, primary screen; actives 1.4% (n = 370,000); activation, % at 6.8 µM; HEK293 hcDAF-12 lit1-tk-luc reporter, luminescence; 0% DMSO, 100% Δ7-dafachronic acid;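 active = activation above the mean of all tested compounds plus 3 SD, cut at about 5.5% in these data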;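 note: 100% = response to 3 µM Δ7-dafachronic acid high control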
# PLCb3 inh – blocks human PLC-beta3 enzyme activity | actives 0.18% (n = 370,000) | AID 720704 | Purified PLC-beta3, fluorogenic substrate, fluorescence | inhibition, % at 12.2 µM | Q01970; in the data active = inhibition above about 11%;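 note: 0% = median of compound wells on plate and 100% = full blocker control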
# sPLA2-III inh – Inhibits HGIII-sPLA2 liposome hydrolysis, primary screen; Q9NZ20; QFRET BODIPY PC-A2 liposome hydrolysis, fluorescence; inhibition, % at 12.2 µM; actives 0.56% (n = 370,000); AID 743126;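 active = inhibition above mean plus 3 SD of compounds lying within the high and low control bounds, cut at about 19% in these data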;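 note: 0% = median of test compound wells and 100% = no enzyme DMSO wells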
# Target sequence (Q9NZ20 whole entry, looked up): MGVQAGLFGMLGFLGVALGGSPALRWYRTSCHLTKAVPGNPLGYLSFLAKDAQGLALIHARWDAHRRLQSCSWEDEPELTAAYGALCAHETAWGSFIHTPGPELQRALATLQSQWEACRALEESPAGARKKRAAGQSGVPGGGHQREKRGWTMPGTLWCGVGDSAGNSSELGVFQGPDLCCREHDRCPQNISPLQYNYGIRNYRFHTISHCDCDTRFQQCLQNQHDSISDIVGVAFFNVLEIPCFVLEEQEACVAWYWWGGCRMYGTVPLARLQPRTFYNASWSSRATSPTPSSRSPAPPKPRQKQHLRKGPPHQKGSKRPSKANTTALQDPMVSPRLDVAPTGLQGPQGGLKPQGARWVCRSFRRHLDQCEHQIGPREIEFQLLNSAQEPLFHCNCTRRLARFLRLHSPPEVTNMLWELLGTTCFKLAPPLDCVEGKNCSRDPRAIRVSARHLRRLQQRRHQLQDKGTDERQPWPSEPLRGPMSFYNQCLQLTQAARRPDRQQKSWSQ
# DAX1 inh-1 – inhibits human nuclear receptor DAX1; P51843; HEK293 Gal4-DAX1 luciferase reporter, luminescence; inhibition, % at 6.75 µM; actives 0.99% (n = 340,000); AID 504766;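 active = inhibition above the mean over all tested compounds plus 3 SD, cut at about 4.2% in these data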;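 note: 0% = DAX1-transfected cells with DMSO and 100% = empty-vector control cells with DMSO; inhibition shows as a rise in luminescence from relieved DAX1 repression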
# Target sequence (P51843 207-470 limits assumed): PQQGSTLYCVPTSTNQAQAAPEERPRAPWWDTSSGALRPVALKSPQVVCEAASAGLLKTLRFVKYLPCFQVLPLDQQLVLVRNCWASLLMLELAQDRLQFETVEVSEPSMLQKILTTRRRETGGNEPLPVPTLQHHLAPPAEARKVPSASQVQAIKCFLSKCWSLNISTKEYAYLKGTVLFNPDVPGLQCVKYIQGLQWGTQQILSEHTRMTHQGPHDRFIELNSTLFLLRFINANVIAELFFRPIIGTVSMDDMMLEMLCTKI
# PG9 binder – small molecules binding HIV-1 gp120 antibody PG9 | TR-FRET gp120-PG9 antibody binding | inhibition, % at 6.7 µM | actives 0.43% (n = 360,000); in the data active = inhibition above about 8.5%
# DAX1 inh-2 – DAX1 (NR0B1) inhibition, primary screen. actives 1.1% (n = 370,000). inhibition, % at 6.8 µM. HEK293T StAR-luciferase reporter, SF-1/DAX-1 repression relief. AID 652010;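 active = inhibition above the mean over all tested compounds plus 3 SD, cut at about 3.6% in these data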;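 note: 0% = DAX-1 cells with DMSO and 100% = cells lacking DAX-1 with DMSO; higher inhibition means more luminescence from relief of DAX-1 repression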
# ssDAF12 agonist – activates DAF-12 receptor from parasite S. stercoralis; HEK293 ssDAF-12/GRIP1 lit1-tk-luc reporter, luminescence; % of 3 µM dafachronic acid response; activation, % at 6.8 µM; actives 1% (n = 370,000); AID 652126;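 active = activation above the mean over all tested compounds plus 3 SD, cut at about 0.9% in these data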;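 note: 0% = DMSO-only wells and 100% = 3 µM delta7-dafachronic acid wells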
# hgDAF12 agonist – activates the H. glycines DAF-12 receptor ligand-binding domain. HEK293 GAL4-hgDAF12 UAS-luciferase reporter, agonist luminescence; normalized to butyrate control. actives 1.8% (n = 370,000). activation, % at 6.8 µM;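 active = activation above a cutoff set at the mean of all screened compounds plus 3 SD, cut at about 10% in these data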;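 note: 0% = DMSO wells and 100% = sodium butyrate wells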
# FXN GAA850 act – frataxin GAA850 promoter activation; HEK293 lucGAA850 FXN promoter luciferase reporter, 24 h; percent of 10 µM SAHA response; activation, % at 6 µM; actives 0.56% (n = 360,000);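 active = activation above the average of all compounds screened plus 3 SD, cutoff fixed separately per campaign, cut at about 7.5% in these data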;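 note: 0% = DMSO wells and 100% = 10 µM SAHA wells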
# NR1D1 modulator – modulates human Rev-erb alpha binding to DNA; P20393; Rev-erbα–FITC-DNA binding, fluorescence polarization, 90 min; activity, % at 10 µM; actives 0.79% (n = 370,000); AID 1259318;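 active = activity above about 14%, limit read from the data; passing the limit was not always enough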;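 note: 0% = DMSO wells with 35 nM protein and 100% = DMSO wells with 750 nM protein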
# SMARCA2 activ – SMARCA2 function activation, primary screen. MG213 cells, MMTV-luciferase reporter, dexamethasone, overnight. activation, % at 9.1 µM. actives 1% (n = 370,000). AID 652017; in the data active = activation above about 7.8%;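 note: 0% = vehicle wells and 100% = reference activator wells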
# * = called active by the depositor; / = no result given.
molecule	hcDAF-12 act	PLCb3 inh	sPLA2-III inh	DAX1 inh-1	PG9 binder	DAX1 inh-2	ssDAF12 agonist	hgDAF12 agonist	FXN GAA850 act	NR1D1 modulator	SMARCA2 activ
O=C(NCCCN1CCOCC1)c1sc2ccccc2c1Cl	0.8	3	1	3.0	-1.7	1.1	-1.1	5.5	1.1	-1	1
CC1(C)Cc2c(sc3nc(-c4cc5ccccc5o4)n(N)c(=O)c23)CO1	-0.9	-18	-3	-0.2	0.3	-0.2	-0.1	3.8	3.5	48*	5
O=C(Nc1nccs1)c1ccc(Cl)c(S(=O)(=O)N2CCOCC2)c1	0.6	-2	-4	0.2	0.4	0.0	-0.7	-0.9	-0.7	1	-2
CCOC(=O)COc1ccc2c3c(c(=O)oc2c1C)CCC3	-0.8	-7	-3	0.3	-2.4	0.2	-1.0	-0.5	1.8	-3	-1
COCCn1c(SCC(=O)NCCCN2CCCC2=O)nc2sc3c(c2c1=O)CCCC3	0.0	-4	5	1.2	1.0	1.0	-1.2	-1.0	3.2	-3	-2
COc1ccc(-c2nc(NC(=O)C3CCN(c4nc5ccccc5o4)CC3)sc2C)cc1	-3.0	5	-13	-0.6	-0.2	-2.0	-2.0	-4.8	-1.7	7	-5
CCN(C(=O)COc1ccc2ccc(=O)oc2c1)C1CCCCC1	-3.2	-27	11	-0.1	1.2	-0.4	-1.4	0.2	0.2	0	0
CCn1c(=O)c(C(=O)NNC(=O)c2ccccc2F)c(O)c2ccccc21	1.5	-10	7	-0.2	-1.0	-0.1	-0.9	-1.4	0.2	-5	1
Cn1c2c(c(=O)n(C)c1=O)C(c1ccc(F)cc1)C(C#N)=C(N)O2 (stereo unspecified)	-0.3	-2	5	0.7	-0.1	-0.1	-0.5	-2.3	1.1	0	-3
CCc1c(C)nc(SCC(=O)NC2CCCC2)[nH]c1=O	-0.2	-6	-1	-0.1	0.3	-0.4	-0.8	-1.7	0.1	3	-1
COc1ccc(C2=Nn3c(nnc3C3CCCCC3)SC2)cc1	-5.8	0	-3	/	/	-4.0	-2.1	-4.3	/	-3	-1
CC(C)Cn1c(N)c(C=O)c(=O)n(C)c1=O	0.9	1	4	1.5	1.7	-0.8	-0.6	0.5	0.8	5	0
O=C1CN(C(=O)c2ccco2)C(c2ccccc2)c2cc(Cl)ccc2N1 (stereo unspecified)	0.8	-1	13	0.4	-0.2	-0.1	-1.1	0.2	-1.9	-3	-3
O=C1c2cccc3cc([N+](=O)[O-])cc(c23)C(=O)N1CC1CCCO1 (stereo unspecified)	1.4	-67	10	0.2	-0.8	0.3	-1.3	-2.1	0.4	-6	-2
CN(C)c1ccc(NC(=O)Cn2c(=O)n(Cc3ccccc3)c(=O)c3ccccc32)cc1	0.3	1	13	-0.8	-0.4	0.1	-1.4	0.1	1.5	0	4
Cn1c(COc2ccccc2)nnc1SCCSc1nnc(COc2ccccc2)n1C	0.9	0	4	0.5	0.6	0.5	-1.4	-1.8	-0.3	2	-3
COc1ccc(Cl)cc1C(=O)NNC(=O)CNC(=O)c1ccco1	2.2	6	3	1.7	-2.9	-0.7	-0.9	1.3	-0.4	-4	-2
COc1cc(/C=N/N(c2ccccc2)c2ccccc2)ccc1O	-0.4	-63	7	1.3	-1.8	-0.4	-0.4	0.9	-0.8	3	-1
Cc1ccc(Cl)cc1NC(=O)COc1ccccc1	1.1	3	0	0.0	0.0	0.4	-0.1	2.2	2.1	-4	0
CCC1(c2ccc(F)cc2)NC(=O)N(CC(=O)N2c3ccccc3CC2C)C1=O (stereo unspecified)	-0.5	0	-2	-1.1	-0.7	-0.3	-0.8	-3.3	-0.6	-1	0
CC(C)/C=N/NC(=O)c1cccc(N2CCCC2=O)c1	-1.2	-3	1	-1.1	-1.5	0.6	-1.0	0.8	-2.5	-4	2
CC(=O)Nc1nc(C)c(C(C)(C)C)s1	-1.4	-3	0	3.0	0.6	-0.1	-1.9	1.0	2.0	5	0
Cn1ncc([N+](=O)[O-])c1C(=O)Nc1ccc(Cl)cc1	-1.6	-4	13	-0.3	2.0	-0.7	-1.1	0.2	0.2	11	-4
O=C1C=C(c2ccc3c(c2)OCO3)C[C@@H](c2ccc(F)cc2)C1	-1.7	-4	-2	0.1	0.1	0.4	-1.0	2.8	1.1	3	1

# Some of these compounds in order of the PLCb3 inh value, high to low.
SMILES	hcDAF-12 act	PLCb3 inh	sPLA2-III inh	DAX1 inh-1	PG9 binder	DAX1 inh-2	ssDAF12 agonist	NR1D1 modulator	SMARCA2 activ
Cn1c(COc2ccccc2)nnc1SCCSc1nnc(COc2ccccc2)n1C	0.9	0	4	0.5	0.6	0.5	-1.4	2	-3
O=C1CN(C(=O)c2ccco2)C(c2ccccc2)c2cc(Cl)ccc2N1 (stereo unspecified)	0.8	-1	13	0.4	-0.2	-0.1	-1.1	-3	-3
O=C1c2cccc3cc([N+](=O)[O-])cc(c23)C(=O)N1CC1CCCO1 (stereo unspecified)	1.4	-67	10	0.2	-0.8	0.3	-1.3	-6	-2

# Carrying on.
molecule	hcDAF-12 act	PLCb3 inh	sPLA2-III inh	DAX1 inh-1	PG9 binder	DAX1 inh-2	ssDAF12 agonist	hgDAF12 agonist	FXN GAA850 act	NR1D1 modulator	SMARCA2 activ
O=C(NNC(=O)c1ccccc1O)c1ccc(Cl)cc1	1.4	1	2	1.4	1.3	2.1	-0.8	8.1	5.1	-1	0
CCOC(=O)N1CCC(N2Cc3cccc(C(=O)NCc4ccccc4OC)c3C2=O)CC1	-1.8	2	-9	-0.8	-0.5	-0.7	-1.7	0.5	-1.0	-4	-2
COc1cc2c(cc1OC)CN(CCC(C)c1ccc(Cl)cc1)CC2 (stereo unspecified)	0.8	-16	-14	-0.4	2.2	1.1	-1.6	-0.6	-3.2	12	1
Cc1ccc(NS(=O)(=O)c2cc3c4c(c2)CC(=O)N4CCC3)cc1C	2.2	-10	-62	-0.4	2.6	-0.5	-1.4	-3.7	0.3	1	0
COc1cc(C2C(C(=O)c3cccs3)=C(O)C(=O)N2CCN2CCOCC2)cc(OC)c1OC (stereo unspecified)	-1.3	2	0	3.0	-0.8	1.1	-1.5	1.6	0.9	2	-1
CCCOc1ccc(N2C(=O)CC(N(CCc3ccc(OC)cc3)C(=O)c3cccc(F)c3)C2=O)cc1 (stereo unspecified)	-0.4	0	-22	-0.2	-1.7	-0.3	-1.5	-2.4	-3.1	-3	-1
Cn1c(-c2ccccc2)cnc1NCc1cccc([N+](=O)[O-])c1	-2.8	-11	-1	1.4	0.1	-0.2	-1.2	-3.1	1.6	1	-2
Cc1cc(C(=O)NNC(=S)NC2CCCCC2)cs1	-0.3	3	25*	0.1	-0.4	3.0	-0.3	3.2	2.3	-5	2
CC(=O)Nc1ccc(S[C@@H](CCN2CC[C@H](C(C)(C)C)CCC2=O)c2ccccc2)cc1	-1.5	2	-28	0.5	0.1	-0.7	-1.2	-2.3	1.3	-2	-2
CC(C)Cc1nnc(NC(=O)C2CC(=O)N(c3ccc4c(c3)OCCO4)C2)s1 (stereo unspecified)	-0.2	-13	-3	-0.4	-0.5	-0.5	-0.7	3.2	1.9	-2	1
CSCCCNC(=S)Nc1ccc(N2CCOCC2)cc1	-0.1	-7	6	0.6	-1.1	0.1	-1.8	2.7	-0.6	6	-2
COC(=O)c1ccc(NC(=O)COc2ccc(S(=O)(=O)N3CCCCC3)cc2)cc1	-0.9	0	-3	0.9	-1.5	-0.3	-1.2	0.0	1.9	1	-3
O=C(O)COc1ccccc1/C=N/NC(=O)CSc1nc2ccccc2c(=O)n1-c1ccc(Cl)cc1	-1.1	-9	-3	1.6	-1.6	0.4	-1.3	-0.8	-2.0	1	-4
COc1ccc(-c2cc(NC=O)c3ncc(-c4ccc(C(C)=O)cc4)n3c2)cc1OC	-3.8	-234	-1	/	0.2	-3.6	-1.8	-5.6	-2.4	10	7.9*
Cc1ccc(C(=O)OCC(=O)NC(C)c2ccccc2)cc1C (stereo unspecified)	-1.5	1	-15	-0.2	-0.6	-0.8	-1.2	1.0	0.8	9	2
O=C(Nc1cccc(C(F)(F)F)c1)c1cnc2n(c1=O)CCS2	-3.2	-2	9	2.0	0.3	1.3	-1.1	-1.6	-1.5	8	-5
CCn1c(Cc2ccccc2)nnc1SCC(=O)Nc1ccc(N2CCOCC2)c(Cl)c1	-0.9	0	-6	-0.1	-1.7	-1.8	-1.3	1.8	0.4	-4	0
CCOC(=O)c1nn(-c2ccc(C)cc2)c(=O)cc1OCC(=O)Nc1ccc(OC)cc1	0.3	-3	0	-0.5	-1.4	0.0	-1.1	-1.4	0.1	-15	0
CC(C)OC(=O)CSc1nnc2n1C(C)(C)Cc1ccccc1-2	-1.3	2	-2	-0.9	-1.5	-0.4	-1.2	2.5	-2.0	1	-1
CCCc1nnc(NC(=O)C2CCN(C(=O)C3CC(=O)N(c4ccc(C)cc4)C3)CC2)s1 (stereo unspecified)	-1.8	0	1	0.4	-1.2	0.4	-1.0	1.3	0.4	-3	0
CSc1nc2sc3c(c2c(=O)n1CC(C)C)CC(C)(C)OC3	-1.7	-7	5	/	-1.4	-0.2	-1.6	-2.4	-0.6	0	-2
COc1cc(C)c(COc2ncnc3ccccc23)cc1OC	-3.1	-4	-1	-1.1	-0.1	-0.6	-1.2	-3.9	-0.8	12	0

# A draw from above in order of count of non-hydrogen atoms, descending:
molecule	hcDAF-12 act	PLCb3 inh	sPLA2-III inh	DAX1 inh-1	PG9 binder	DAX1 inh-2	ssDAF12 agonist	hgDAF12 agonist	FXN GAA850 act	NR1D1 modulator	SMARCA2 activ
O=C(O)COc1ccccc1/C=N/NC(=O)CSc1nc2ccccc2c(=O)n1-c1ccc(Cl)cc1	-1.1	-9	-3	1.6	-1.6	0.4	-1.3	-0.8	-2.0	1	-4
CCn1c(Cc2ccccc2)nnc1SCC(=O)Nc1ccc(N2CCOCC2)c(Cl)c1	-0.9	0	-6	-0.1	-1.7	-1.8	-1.3	1.8	0.4	-4	0
COc1ccc(-c2cc(NC=O)c3ncc(-c4ccc(C(C)=O)cc4)n3c2)cc1OC	-3.8	-234	-1	/	0.2	-3.6	-1.8	-5.6	-2.4	10	7.9*
COC(=O)c1ccc(NC(=O)COc2ccc(S(=O)(=O)N3CCCCC3)cc2)cc1	-0.9	0	-3	0.9	-1.5	-0.3	-1.2	0.0	1.9	1	-3
CC(C)Cc1nnc(NC(=O)C2CC(=O)N(c3ccc4c(c3)OCCO4)C2)s1 (stereo unspecified)	-0.2	-13	-3	-0.4	-0.5	-0.5	-0.7	3.2	1.9	-2	1
CC(C)OC(=O)CSc1nnc2n1C(C)(C)Cc1ccccc1-2	-1.3	2	-2	-0.9	-1.5	-0.4	-1.2	2.5	-2.0	1	-1
CSc1nc2sc3c(c2c(=O)n1CC(C)C)CC(C)(C)OC3	-1.7	-7	5	/	-1.4	-0.2	-1.6	-2.4	-0.6	0	-2
CSCCCNC(=S)Nc1ccc(N2CCOCC2)cc1	-0.1	-7	6	0.6	-1.1	0.1	-1.8	2.7	-0.6	6	-2
